Source: PubChem BioAssay (National Center for Advancing Translational Sciences (NCATS))
GLS inhibitor = blocks human kidney-isoform glutaminase activity; O94925; hit rate 0.21% among 410,000; GLS enzymatic activity, qHTS titration; Potency, µM (series often up to 45.5 µM), for the others: top-dose activity change, negative = inhibition, hits mostly inhibitors; AID 624170; further: potency means the concentration at half of the fitted maximal effect; on the % scale 0 is the no-effect control and ±100 the full control effect
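Human kidney-isoform GLS in 45 mM KH2PO4 pH 8.2, 0.02% Tween-20, with compound, started with 1mM L-Glutamine (added stock). Glutamate oxidase/HRP/Amplex red coupled fluorescence read at start and after 30 min at RT.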
PGK inhibitor = blocks T. brucei phosphoglycerate kinase. P07378. hit rate 0.043% among 380,000. AID 602233. Potency, µM (series often up to 57.5 µM), for inactives: top-dose activity change, negative = inhibition, hits mostly inhibitors. PGK/GAPDH coupled, Kinase-Glo luminescence, 60 min; further: potency means the concentration at half of the fitted maximal effect; on the % scale 0 is the no-effect control and ±100 the full control effect; nearly all actives have a fitted effect of over 60% in size
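Luminescent ATP detection (Kinase-Glo Plus) follows a 60-minute room-temperature incubation, with wells lacking PGK as controls. Buffer: 100 mM TEA (pH 7.6), 5 mM MgCl2, 0.01% Tween-20. Coupling enzyme GAPDH (100 nM final) supplies unstable 1,3-BPG in-well.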
USP1 inh = USP1/UAF1 (human) deubiquitinase inhibition. hit rate 0.23% among 390,000. recombinant USP1/UAF1, Ub-Rhodamine cleavage fluorescence. AID 743255. Potency, µM (top dose mostly 57.1 µM), for inactives: at the top dose activity change, negative = inhibition, usual class: inhibitors. O94782; further: potency means the concentration at half of the fitted maximal effect; on the % scale 0 is the no-effect control and ±100 the full control effect; nearly all actives have a fitted effect of over 60% in size; inactives centre near -12
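USP1/UAF1 complex at 1 nM was preincubated with compound for 15 min at room temperature, then Ub-Rho substrate (150nM final) was added. Fluorescence (480/540 nm) was read kinetically, 6 reads every 60 seconds.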
PI4K2A inh = inhibitors of human PI4K2A; hit rate 0.13% among 420,000; activity change, negative = inhibition, % at 76.9 µM; purified PI4K2A, ADP-Glo luminescence, 1 h; hits give low values; Q9BTU6; in the data active means activity change below about -50%; inconclusive means mostly about -30% to -49%;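 further: -100% = wells without enzyme as full effect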
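Compounds are screened against recombinant PI4K2A using PI as substrate and ATP, the latter dispensed at 300 microM. Reactions run one hour at ambient temperature before ADP-Glo detection; full inhibition defined by wells lacking enzyme.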
HP1b chromo inh = HP1-beta chromodomain-methylated histone interaction inhibition | AlphaScreen HP1-beta / biotin-H3K9me3 peptide binding | Potency, µM (top dose mostly 114 µM), without a hit: top-dose activity change, negative = inhibition, hits mostly inhibitors | hit rate 0.56% among 390,000; further: potency means the concentration at half of the fitted maximal effect; nearly all actives have a fitted effect of over 70% in size; inactives centre near 23
Target sequence (P83916 whole entry, looked up): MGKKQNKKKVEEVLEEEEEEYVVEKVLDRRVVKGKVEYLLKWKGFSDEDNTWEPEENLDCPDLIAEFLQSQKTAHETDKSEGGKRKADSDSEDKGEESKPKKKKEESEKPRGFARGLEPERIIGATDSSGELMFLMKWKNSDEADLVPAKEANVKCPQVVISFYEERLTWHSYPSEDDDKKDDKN
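HP1-beta protein (50 nM final) preincubated 30 min at room temperature with biotinylated H3(1-18)K9me3 peptide (50 nM) in PBS pH 7.4, 0.01% Tween-20, then compound added for 30 min. AlphaScreen streptavidin donor/nickel chelate acceptor beads (10 ug/mL final), 30 min dark, luminescence read.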
TrxR1 inh = blocks rat thioredoxin reductase 1. AID 588453. O89049. hit rate 1% among 390,000. recombinant rTrxR1, NADPH fluorescence consumption, selenite substrate. Potency, µM (top dose mostly 114 µM), without a hit: at the top dose activity change, negative = inhibition, usual class: inhibitors; further: potency means the concentration at half of the fitted maximal effect; on the % scale 0 is the no-effect control and ±100 the full control effect; nearly all actives have a fitted effect of over 65% in size
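Rat TrxR1 (90 nM in the dispensed reagent) was pre-reduced with 400 uM NADPH for 5 min at room temperature, then incubated with compound for 15 min. After 400 uM selenite was added, NADPH fluorescence (Ex 340/Em 450 nm) was followed for 8 min.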
Pin1 inhibitor = blocks the human prolyl isomerase Pin1 | Q13526 | Pin1 FP peptide displacement, HiFluor488, 10 min | Potency, µM (top dose mostly 115 µM), inactives show at the top dose activity, negative = inhibition, most hits filed as inhibitors | hit rate 0.009% among 390,000 | AID 504891; active means well fitted inhibition curve with a large enough effect in the polarisation, with a control signal flat, not every such curve was filed as active; inconclusive means small, poorly fitted or top-dose-only effect, or effect the other way, or a change in a side signal; inactive means no such curve, though single readings can be large or run the other way; the % refers to the polarisation; further: potency means the concentration at half of the fitted maximal effect; on the % scale 0 is the no-effect control and ±100 the full control effect
Target sequence (Q13526 whole entry, looked up): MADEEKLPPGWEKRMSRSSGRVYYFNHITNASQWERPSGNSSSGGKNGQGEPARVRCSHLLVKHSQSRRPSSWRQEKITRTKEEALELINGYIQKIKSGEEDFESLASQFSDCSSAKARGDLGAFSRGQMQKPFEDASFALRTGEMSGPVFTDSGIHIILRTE
mIDH1 inhibitor = blocks human mutant IDH1 R132H enzyme. Potency, µM (top dose mostly 76.6 µM), for the others: top-dose activity change, negative = inhibition, usual class: inhibitors. AID 602179. IDH1-R132H enzyme, NADPH consumption, diaphorase/resazurin fluorescence. O75874. hit rate 0.093% among 390,000; further: potency means the concentration at half of the fitted maximal effect; on the % scale 0 is the no-effect control and ±100 the full control effect; nearly all actives have a fitted effect of over 65% in size
Target sequence (O75874 whole entry R132H, stated change not applied): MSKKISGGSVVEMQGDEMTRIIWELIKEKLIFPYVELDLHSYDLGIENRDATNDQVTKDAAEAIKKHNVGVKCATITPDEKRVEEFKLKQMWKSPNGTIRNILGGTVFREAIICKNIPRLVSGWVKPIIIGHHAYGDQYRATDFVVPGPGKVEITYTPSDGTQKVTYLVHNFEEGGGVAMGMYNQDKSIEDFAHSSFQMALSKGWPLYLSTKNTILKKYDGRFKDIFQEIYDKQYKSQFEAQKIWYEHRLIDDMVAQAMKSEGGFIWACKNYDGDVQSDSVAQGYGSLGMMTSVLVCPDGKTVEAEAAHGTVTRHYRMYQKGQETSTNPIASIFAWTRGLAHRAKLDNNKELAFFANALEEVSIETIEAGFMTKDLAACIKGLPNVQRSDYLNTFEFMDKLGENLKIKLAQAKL
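IDH1-R132H (0.5 ug/mL dispensed) in pH 7.5 Tris buffer was preincubated 30 min with compound, then given a substrate mix of 0.016 mM NADPH and 2 mM alpha-KG for 80 min at room temperature; remaining NADPH was read by diaphorase/resazurin fluorescence.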
TrxR1 substrate = is turned over as a substrate by rat TrxR1 | O89049 | purified TrxR1 substrate turnover, NADPH consumption readout | Potency, µM (series often up to 114 µM), inactives show at the top dose activity change, negative = substrate turnover | hit rate 0.01% among 390,000; further: potency means the concentration at half of the fitted maximal effect; on the % scale 0 is the no-effect control and ±100 the full control effect; nearly all actives have a fitted effect of over 50% in size
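Rat TrxR1, dispensed at 90 nM, was prereduced with 400 uM NADPH (final) for 5 min at ~22 deg C, then incubated with compound 15 min before 400 uM selenite. A first-read NADPH fluorescence drop versus no-compound background flagged substrates.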
Numbers without * were called inactive; i = inactive; ? = inconclusive; / = no result given; & = joins results of further samples; [ ] = another dose, or the depositor's remark. Unless noted, the call rests on the fitted dose curve; in most records, active means well fitted curve in the direction sought with a large enough effect; inconclusive means small, poorly fitted or top-dose-only effect, or another doubt; inactive means no such curve, though single readings can be large; an effect the other way counts as inactive or inconclusive.

Order of results – GLS inhibitor, PGK inhibitor, USP1 inh, PI4K2A inh, HP1b chromo inh, TrxR1 inh, Pin1 inhibitor, mIDH1 inhibitor, TrxR1 substrate
[1] COc1cccc(NC(=O)c2sc3nc(N4CCOCC4)c4c(c3c2N)CCCC4)c1
  3%, 1%, -12%, -17, 13%, -8%, 2%, ?, -7%
[2] Cn1c(=O)[nH]c(=O)c2c1nc(Br)n2CCSc1ncccn1
  -3%, -5%, -16%, 12, 31%, 7%[57.1 µM], ?, 2%, 2%[57.1 µM]
[3] CC(=O)N1CCCc2ccc(NS(=O)(=O)c3ccccc3)cc21
  6%, 0%, -5%, 0, 6%, 10%[57.1 µM], -4%, 2%, 1%[57.1 µM]
[4] CCOc1ccccc1N1CCN(C(=O)NCc2ccc(F)cc2)CC1
  0%, i, -13%, 0, -1%, 13%, -2%, 0%, 10%
[5] Cc1ccc(S(=O)(=O)N2CCN(CC(=O)NC3CCCc4ccccc43)CC2)cc1C (centres undefined)
  -16%&-3%, -6%&-2%, -10%&-18%, 10&0, 31%&16%, 20%&3%, 0%&3%, 0%&14%, -1%&3%
[6] COc1ccc(CNC(=O)c2sc3nc[nH]c(=O)c3c2C)cc1
  -7%, -8%, 4%, -1, 22%[57 µM], 20%[57.1 µM], -1%, -6%, 0%[57.1 µM]
[7] CC1CC(C)(C)CC2(C1)NC(=O)N(CC(=O)N1CCN(Cc3ccc(C#N)cc3)CC1)C2=O (centres undefined)
  13%, 7%, -5%, 3, -6%, 1%, 1%, -1%, -3%
[8] COCc1ccc(C(=O)N2CCN(CC(=O)N3CCCC3)CC2)cc1
  0%, -5%, -21%, 1, 54%[activator], 19%, -6%, 2%, 3%
[9] CN(C)c1nc(-c2cccnc2)nc(-c2ccccc2)c1C#N
  -12%, 0%, -8%, -7, 39%[activator], 6%, 3%, 7%, 4%
[10] O=C(Nc1ccccc1)OC1CCCCc2cccnc21 (centres undefined)
  2%, -5%, -16%, -1, 20%, 12%, 2%, 8%, 4%

(next part)
Order of results – GLS inhibitor, PGK inhibitor, USP1 inh, PI4K2A inh, HP1b chromo inh, TrxR1 inh, Pin1 inhibitor, mIDH1 inhibitor, TrxR1 substrate
[11] COc1ccc(N(C(=O)c2cccnc2)S(=O)(=O)c2ccc(OC)c(OC)c2)cc1
  0%, -3%, -16%, 0, 48%[activator], 12%[57.1 µM], 1%, -10%, 3%[57.1 µM]
[12] O=C(Nc1ccc(S(=O)(=O)Nc2ncccn2)cc1)c1cnc(Cl)c(Cl)c1
  -10%, -9%, -21%, 0, 23%, 17%[57.1 µM], 11%, 1%, -7%
[13] NC(=O)[C@H]1CC2(CC(c3cccc(NC(=O)COc4ccc(Cl)cc4)c3)=NO2)CN1C(=O)C(c1ccccc1)c1ccccc1 (some centres undefined)
  -3%, -2%, -23%, -2, 10%, 15%[57.1 µM], 11%, -13%, 1%[57.1 µM]
[14] CC(C)c1ccc(SCc2noc(C(=O)NCC3CCCO3)c2C(=O)O)cc1 (centres undefined)
  11%, 2%, 0%, -4, 28%, 0%, 3%, -16%, -3%
[15] O=C(CC(C(=O)O)c1c(F)cccc1Cl)c1ccc(Cl)cc1 (centres undefined)
  1%, 0%, -13%, 0, 26%, 0%, 1%, 6%, 0%
[16] O=C1NC[C@@H](c2ccccc2)OC(=O)[C@H](Cc2ccc(F)cc2)C/C=C\C[C@H]1CC(=O)N(CCO)Cc1ccccc1
  -8%, -13%, ?, 3, 18%, 12%, 2%, 1%, -2%
[17] CCC1(c2ccccc2)NC(=O)N(CC(=O)NCc2ccc(OC)cc2)C1=O (centres undefined)
  1%, -9%, -10%, -10, 14%, 4%[57.1 µM], 5%, 4%, 8%[57.1 µM]
[18] CCN(CC)S(=O)(=O)c1ccc(-c2nnc(SCC(N)=O)n2CC)cc1
  -10%, 1%, -21%, -1, 33%, 8%, 1%, 0%, 0%
[19] CC(C)n1c(=N)c(C(=O)NC2CCCCC2)cc2c(=O)n3ccccc3nc21
  10%, i, -11%, -6, 14%, 41%[activator], 26%, -2%, 68%[activator]
[20] Cc1cc(SCC(=O)c2cccc([N+](=O)[O-])c2)nc(=O)[nH]1
  -1%, -9%, -26%, -6, ?, -3%, ?, -23%, -4%

Other results:
Order of results – GLS inhibitor, PGK inhibitor, USP1 inh, PI4K2A inh, HP1b chromo inh, TrxR1 inh, Pin1 inhibitor, mIDH1 inhibitor, TrxR1 substrate
[21] O=C(O)CCC(=O)Nc1ccc(F)cc1
  -20%, i, -15%, -4, 21%, 4%, 3%, 5%, -4%
[22] CCOc1ccc(C(=O)NCCC(=O)NCCCC(=O)O)cc1
  -1%, -10%, 4%, 7, 12%, 18%[57.1 µM], ?, 1%, 6%[57.1 µM]
[23] CCC(=O)N1c2ccc(S(=O)(=O)N3CCCCC3)cc2CC1C (centres undefined)
  -6%, -1%, -12%, 0, 67%[activator], 19%[57.1 µM], -2%, 5%, -12%[57.1 µM]
[24] CN(C)S(=O)(=O)Oc1ccccc1C(=O)Nc1ccc(F)cc1
  7%, -7%, -4%, 2, 34%, 2%, -3%, -1%, -8%
[25] Cc1c(C(=O)N(C)C)c2cc(Cl)ccc2n1O
  27%, -11%, -12%, 3, 18%, 21%, 1%, 9%, 4%
[26] CCOC(=O)CNC(=O)CSc1nccn1Cc1ccco1
  20%, -9%, -11%, -20, 9%, 5%[57.1 µM], -4%, 18%, 4%[57.1 µM]
[27] CCOc1ccc2nc(N(Cc3cccnc3)C(C)=O)sc2c1
  -8%, -5%, -27%, 3, -7%, 4%[57.1 µM], -12%, -4%, -5%[57.1 µM]
[28] Cc1ccc2c(c1)nnn2C1CCN(CC(=O)c2ccc(Cl)cc2)CC1
  9%, i, -8%, 2, 13%, -29%[57.1 µM], 11%, -1%, 11%[57.1 µM]
[29] O=C1c2oc3ccccc3c(=O)c2C(c2cccc(O)c2)N1c1nncs1 (centres undefined)
  -1%, -1%, ?, 1, 35%, 51%[activator], 71%[activator], 11%, 20%
[30] O=c1oc(-c2cccs2)nc2c1cnn2-c1ccccc1
  3%, -1%, -8%, 49, 28%, -5%, -1%, 2%, 54%[activator]

(cont.)
Order of results – GLS inhibitor, PGK inhibitor, USP1 inh, PI4K2A inh, HP1b chromo inh, TrxR1 inh, Pin1 inhibitor, mIDH1 inhibitor, TrxR1 substrate
[31] Cc1onc(-c2ccccc2Cl)c1C(=O)Nc1ccc(Br)cc1
  -22%, -1%, -25%, 3, 5%, 19%, -8%, 1%, 0%
[32] CC(C)CCn1c(=O)c2ccccc2n2c(CCC(=O)NC3CCN(Cc4ccccc4)CC3)nnc12
  -1%, i, -23%, -13, 23%, 20%, 5%, 1%, 6%
[33] Cc1cccc(Cc2nnc(CCC(=O)N3CCCC(CN4CCOCC4)C3)o2)c1 (centres undefined)
  0%, 7%, -16%, 11, 40%[activator], 1%[57.1 µM], 0%, 0%, 1%[57.1 µM]
[34] COc1ccc(C(C(=O)NC2CCCCC2)N(C(=O)Cc2c[nH]c3ccccc23)c2ccccc2)cc1OC (centres undefined)
  -14%, i, -18%, -7, -3%, 18%[0.457 µM], 9%, 1%, -12%
[35] CCC(=O)N1CCN(c2ccc(NC(=O)c3ccc(Br)o3)cc2)CC1
  37%[activator], /, -4%, -3, 5%, 32%[activator], 0%, 2%, 6%
[36] CCS(=O)(=O)N1CCc2nc(-c3ccccc3)sc2C1
  2%, /, -22%, -7, 19%, 8%, 8%, 14%, 5%
[37] Cc1ccc2[nH]c(CCN(C)C)c(CC#N)c2c1
  17%, -1%, -3%, 2, 0%, 3%, -8%, 4%, -4%
[38] CCC(C)NCC(=O)Nc1cc(S(=O)(=O)N(CC)c2ccccc2)ccc1Cl (centres undefined)
  -2%, -4%, -21%, 3, 50%[activator], 14%[0.0914 µM], -4%, 3%, -5%
[39] CCn1c(SCC(=O)Nc2cc(C)nn2-c2ccccc2)nnc1-c1cccs1
  17%, -1%, -9%, -2, 23%, 3%[57.1 µM], 8%, 0%, 8%[57.1 µM]
[40] Cc1noc(/C=C/c2ccccc2F)c1S(=O)(=O)N1CCC(C(=O)NCC(C)c2ccccc2)CC1 (centres undefined)
  7%, 1%, -2%, 0, 29%[57 µM], 18%[57.1 µM], -1%, -12%, 12%[57.1 µM]

Not all compounds are listed; rates above refer to the full screens.
